Source: PubChem (several laboratories)
BCLXL inh: blocks human Bcl-xL binding to Bim BH3 peptide; Q07817; GST-Bcl-xL / FITC-Bim BH3 peptide fluorescence polarization; inhibition, % at 10.9 µM; actives 0.7% (n = 320,000);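 active = inhibition above the mean of all tested compounds plus 3 SD, cutoff set per campaign, cut at about 30% in these data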;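 note: 0% = DMSO wells and 100% = unlabeled Bim-BH3 peptide competitor; inhibitors lower millipolarization by displacing the labeled peptide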
Target sequence (Q07817 whole entry, looked up): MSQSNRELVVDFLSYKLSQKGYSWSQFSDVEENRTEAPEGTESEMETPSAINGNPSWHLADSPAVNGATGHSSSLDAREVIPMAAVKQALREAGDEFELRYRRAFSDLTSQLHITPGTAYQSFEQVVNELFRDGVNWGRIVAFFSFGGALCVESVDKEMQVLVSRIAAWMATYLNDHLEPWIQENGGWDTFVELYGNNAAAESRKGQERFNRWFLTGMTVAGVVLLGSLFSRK
GLD-1 TGE inh: GLD-1-TGE RNA interaction inhibition (C. elegans); Q17339; AID 2280; actives 0.44% (n = 320,000); inhibition, % at 5.96 µM; purified GLD-1 + fluorescein TGE RNA, fluorescence polarization;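 active = percent inhibition above a per-plate cutoff, the plate mean of test compounds plus 3 SD, cut at about 30% in these data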;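 note: 0% = DMSO wells with GLD-1 and probe and 100% = wells lacking GLD-1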
Target sequence (Q17339 whole entry, looked up): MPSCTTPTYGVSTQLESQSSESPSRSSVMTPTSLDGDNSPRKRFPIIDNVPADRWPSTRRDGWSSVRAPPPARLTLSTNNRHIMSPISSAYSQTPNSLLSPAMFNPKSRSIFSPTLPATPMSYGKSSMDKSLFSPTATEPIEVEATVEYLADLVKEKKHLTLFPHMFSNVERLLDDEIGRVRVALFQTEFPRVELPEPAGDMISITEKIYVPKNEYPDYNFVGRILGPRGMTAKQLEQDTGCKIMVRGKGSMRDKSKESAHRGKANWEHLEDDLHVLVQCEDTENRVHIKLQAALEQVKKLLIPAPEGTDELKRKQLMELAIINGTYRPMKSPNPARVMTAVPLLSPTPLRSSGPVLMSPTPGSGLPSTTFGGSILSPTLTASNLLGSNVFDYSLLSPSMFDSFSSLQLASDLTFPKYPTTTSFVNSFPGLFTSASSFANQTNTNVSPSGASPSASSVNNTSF
GSTO1 inh: GSTO1 inhibition, counter-screen for RBBP9 inhibitors; inhibition, % at 5.96 µM; recombinant GSTO1, activity-based probe fluorescence polarization; P78417; actives 1.1% (n = 300,000); AID 1974;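 active = inhibition above the campaign mean inhibition plus 3 SD, cut at about 35% in these data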;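 note: 0% = GSTO1-1 with DMSO and 100% = wells lacking GSTO1-1 enzyme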
PAD4 inh: PAD4 (human) enzyme inhibition; recombinant PAD4, RCA probe fluorescence polarization; inhibition, % at 6.36 µM; actives 0.41% (n = 330,000);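 active = percent inhibition above a cutoff equal to the mean of all tested compounds plus 3 SD, cut at about 15% in these data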;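 note: 0% = PAD4 with RCA probe and DMSO and 100% = probe without PAD4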
Fam108B counter: blocks mouse Fam108B hydrolase in RBBP9 counter-screen; recombinant Fam108B, FP-Rh probe fluorescence polarization; inhibition, % at 9.51 µM; actives 0.33% (n = 300,000); AID 1947;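 active = inhibition above the screen mean inhibition plus 3 SD, computed separately per campaign, cut at about 18% in these data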;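 note: inhibitors lower polarization as less probe binds the enzyme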
MCL1 BIM primary: disrupts human MCL1 binding to BIM-BH3 peptide. Q07820. GST-MCL1 / FITC-Bim-BH3 fluorescence polarization. inhibition, % at 10.9 µM. actives 0.68% (n = 320,000);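 active = inhibition above the mean inhibition of all tested compounds plus 3 SD, set per campaign, cut at about 40% in these data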;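 note: 0% = DMSO wells and 100% = unlabeled Bim-BH3 peptide control; higher means more loss of mP so more displacement of Bim peptide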
TPT1 inh: C. albicans TPT1 enzyme inhibition | inhibition, % at 5 µM | actives 0.81% (n = 300,000) | recombinant caTPT1, FP RNA substrate dephosphorylation | AID 1962;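 active = inhibition above the mean of all tested compounds plus 3 SD, set per screening campaign, cut at about 24% in these data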;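 note: plate controls were DMSO alone for no effect and ferristatin control at 100 nM for full effect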
MEX-5 binding: C. elegans MEX-5 TCR-2 RNA binding activity | MEX-5/FITC-TCR2 RNA binding, fluorescence polarization; active compounds read low | activity score (negative = inhibition of binding), % at 10 µM | actives 0.38% (n = 300,000) | AID 1832;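 active = inhibition past about -25% in most replicates, and total fluorescence under double the plate's negative control median, limit read from the data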;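 note: 0% = DMSO and -100% = 5 µM competing unlabeled TCR2 RNA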
PME-1 inh: PME-1 (human) inhibition. AID 2130. Q9Y570. recombinant PME-1, FP-Rh probe fluorescence polarization. inhibition, % at 5.9 µM. actives 0.53% (n = 320,000);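 active = inhibition above the campaign mean of all compounds plus 3 SD, cut at about 26% in these data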;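 note: competitive labeling of PME-1 active site by serine hydrolase directed probe; 0% = PME-1 with DMSO and 100% = wells lacking PME-1 enzyme; inhibitors block probe labeling so polarization falls and inhibition rises; many of its hits are not listed in these tables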
Target sequence (Q9Y570 whole entry, looked up): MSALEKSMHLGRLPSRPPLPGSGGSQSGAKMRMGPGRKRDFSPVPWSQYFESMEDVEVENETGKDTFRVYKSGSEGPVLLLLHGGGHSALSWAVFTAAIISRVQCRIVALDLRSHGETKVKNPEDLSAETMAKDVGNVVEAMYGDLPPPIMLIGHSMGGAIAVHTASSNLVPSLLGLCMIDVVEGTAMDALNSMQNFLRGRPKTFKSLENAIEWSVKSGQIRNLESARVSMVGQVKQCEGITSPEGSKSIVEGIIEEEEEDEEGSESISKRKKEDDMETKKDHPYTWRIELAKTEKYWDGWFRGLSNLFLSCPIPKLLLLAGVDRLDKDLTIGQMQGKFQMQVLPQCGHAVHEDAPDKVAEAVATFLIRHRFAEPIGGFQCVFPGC
* marks the source's active call; other numbers are inactive results; . = not tested or not shown.

SMILES	BCLXL inh	GLD-1 TGE inh	GSTO1 inh	PAD4 inh	Fam108B counter	MCL1 BIM primary	TPT1 inh	MEX-5 binding	PME-1 inh
CC(O)CNc1ncnc2nc[nH]c12 (configuration not stated)	-3	-8	-4	-1	2	-8	-2	0.2	3
Cc1ccc(C(=O)C2CCN(C(=S)NCCCOC(C)C)CC2)cc1	-4	-1	3	0	-1	9	2	-2.1	-2
COc1ccc(NC(=O)C(OC)c2ccccc2)cc1Cl (configuration not stated)	1	3	1	-7	1	9	-1	-0.3	5
CCCC(=Nc1ccc(N)cc1)C1=C(O)C(C(=O)OC)C(C)(C)CC1=O (configuration not stated)	44*	33*	88*	67*	16	49*	-6	-0.5	34*
CC(C)CC(C(=O)NC1CCCC1)N(Cc1cccs1)C(=O)c1snc(C(N)=O)c1N (configuration not stated)	6	0	-1	-3	-2	6	-2	-2.2	2
CC1(C)Cc2c(ccc3ccccc23)C(NNC(=O)c2cccnc2)=N1	8	5	4	0	-1	1	-1	-0.4	2
CSc1cccc(NC(=S)N(CCN(C)C)C(C)c2ccncc2)c1 (configuration not stated)	1	-7	-6	3	0	-2	0	-1.2	8
O=C(CSc1nccc(=O)[nH]1)c1c[nH]c2ccccc12	-1	-4	6	3	-2	-1	-1	0.5	-2
CCCCNC(=O)C(=O)N/N=C/c1ccc(C(=O)OC)cc1	-1	6	9	-2	2	7	0	-0.2	-8
COc1ccc(-c2c(C(C)=O)c(C)nc3sc4c(=N)n(N)cnc4c23)cc1	3	-10	8	2	-1	0	-2	0.5	-1
C=CC[N+](C)(C)CCCNC(=O)/C=N/O	-4	1	-2	0	1	-14	0	0.1	-5
CC[n+]1c(/C=C/N(C)c2ccccc2)oc2ccc(F)cc21	-27	-120	17	-6	-3	-56	55*	15	-5
O=C(NNC(=O)C1C2C=CC(C2)C1C(=O)O)c1ccccc1O (configuration not stated)	6	1	5	2	-4	19	-3	1.1	-4
CC(C)NC(=O)NC(=O)COC(=O)c1ncc(Cl)c(Cl)c1Cl	-1	6	9	0	0	0	-1	-0.4	-4
COc1ccc(NC(=O)C2CCCN(S(=O)(=O)c3c(C)n[nH]c3C)C2)cc1OC (configuration not stated)	7	-7	-9	-3	0	-1	2	-1.5	-3
Cc1cccc(C(=O)N[C@H](C(=O)Nc2nc3ccc(S(C)(=O)=O)cc3s2)C(C)C)c1	-3	5	7	-7	-2	-4	0	2.9	-6
CC(C)n1c(SCC(=O)Nc2nncs2)nnc1-c1ccco1	12	4	15	3	3	41*	0	0.0	-1
CC(=O)N(CN1C(=O)CCC1=O)c1ccc(Cl)c(Cl)c1	5	-2	3	0	0	-1	-1	-0.7	-3
CC(=O)Nc1ccc2c(c1)nc1n2CCSC1	8	7	5	5	-2	16	3	4.1	-2
COc1cccc(C(=O)Nc2ccc(F)c(F)c2F)c1	3	8	4	-2	2	5	-1	2.4	2

Nothing new here: an excerpt of the list.
SMILES	BCLXL inh	GLD-1 TGE inh	GSTO1 inh	PAD4 inh	Fam108B counter	MCL1 BIM primary	TPT1 inh	MEX-5 binding	PME-1 inh
Cc1ccc(C(=O)C2CCN(C(=S)NCCCOC(C)C)CC2)cc1	-4	-1	3	0	-1	9	2	-2.1	-2
COc1ccc(NC(=O)C(OC)c2ccccc2)cc1Cl (configuration not stated)	1	3	1	-7	1	9	-1	-0.3	5
CCCC(=Nc1ccc(N)cc1)C1=C(O)C(C(=O)OC)C(C)(C)CC1=O (configuration not stated)	44*	33*	88*	67*	16	49*	-6	-0.5	34*
CC(C)CC(C(=O)NC1CCCC1)N(Cc1cccs1)C(=O)c1snc(C(N)=O)c1N (configuration not stated)	6	0	-1	-3	-2	6	-2	-2.2	2
CC1(C)Cc2c(ccc3ccccc23)C(NNC(=O)c2cccnc2)=N1	8	5	4	0	-1	1	-1	-0.4	2
CSc1cccc(NC(=S)N(CCN(C)C)C(C)c2ccncc2)c1 (configuration not stated)	1	-7	-6	3	0	-2	0	-1.2	8
O=C(CSc1nccc(=O)[nH]1)c1c[nH]c2ccccc12	-1	-4	6	3	-2	-1	-1	0.5	-2
CCCCNC(=O)C(=O)N/N=C/c1ccc(C(=O)OC)cc1	-1	6	9	-2	2	7	0	-0.2	-8
COc1ccc(-c2c(C(C)=O)c(C)nc3sc4c(=N)n(N)cnc4c23)cc1	3	-10	8	2	-1	0	-2	0.5	-1
C=CC[N+](C)(C)CCCNC(=O)/C=N/O	-4	1	-2	0	1	-14	0	0.1	-5
CC[n+]1c(/C=C/N(C)c2ccccc2)oc2ccc(F)cc21	-27	-120	17	-6	-3	-56	55*	15	-5

The results go on.
SMILES	BCLXL inh	GLD-1 TGE inh	GSTO1 inh	PAD4 inh	Fam108B counter	MCL1 BIM primary	TPT1 inh	MEX-5 binding	PME-1 inh
CC(C)c1ccc(C2(C)NC(=O)N(CC(=O)NC3(C#N)CCCC3)C2=O)cc1 (configuration not stated)	-6	0	.	0	.	-12	.	.	-3
O=C(CC(O)(c1ccccc1)C(F)(F)F)c1cccs1 (configuration not stated)	-1	6	3	-1	-1	0	3	1.3	1
C[C@H](NC(=O)OCc1ccccc1)C(=O)NNC(=O)[C@H](Cc1ccccc1)NC(=O)OC(C)(C)C	-6	-11	-3	-7	-1	0	0	5.0	-7
COC(=O)c1cc(C(=O)c2ccccc2)n2c(=O)/c(=C\N(C)C)sc12	3	-2	11	-4	1	5	4	-0.8	-2
Cc1[nH]nc(SCC(=O)NCc2ccccc2)c1[N+](=O)[O-]	7	-7	5	-3	-3	12	-2	-1.9	2
CCOC(=O)N1CCN(Cc2nc3cc(NC(=O)CC(C)C)ccc3n2C)CC1	5	2	4	1	13	2	-2	-0.3	-1
O=C(CSc1nc(O)cc(=O)n1-c1ccccc1)NC1CCCCC1	-5	-6	12	0	-4	-10	19	7.1	-2
CCOc1cc(C)nc(NCCc2ccc(OC)c(OC)c2)n1	1	6	5	3	1	5	-3	2.9	-2
Cc1ccc(C)c(S(=O)(=O)NCc2ccc(C(=O)N3CC(C)OC(C)C3)cc2)c1 (configuration not stated)	7	4	1	-7	-2	12	1	0.7	-2
COc1ccc(/C(O)=C2/C(=O)C(=O)N(CCN3CCOCC3)C2c2ccc(C)cc2)cc1 (configuration not stated)	2	2	5	-4	-4	-1	0	2.8	-5
COCCSc1ccccc1C(=O)Nc1ccc(Cl)cc1	6	4	6	3	-6	-2	-3	-0.1	3
CC1=N/C(=C\c2ccc([N+](=O)[O-])cc2)C(=O)N1c1ccc(F)cc1F	-5	-3	0	0	-4	-11	3	-4.9	-6
COCCN1C=C2C(=O)C(C)(OC(=O)CCc3ccccc3)C(=O)C=C2C=C1c1ccc(C#N)cc1 (configuration not stated)	17	4	13	-10	2	12	-2	-1.8	-1
O=C(NC(=S)Nc1cccnc1)c1cc2ccccc2o1	19	8	1	1	2	29	-5	-3.0	1
CC1CCCC2(C1)NC(=S)c1c(sc3c1CCCC3)N2 (configuration not stated)	16	8	3	-5	4	20	17	-1.4	-1
CCOc1ccc(C(=O)NCc2cccnc2)cc1	1	-3	-2	-2	1	-3	-1	0.9	0
CCOC(=O)C1CN(S(=O)(=O)c2ccc(C)cc2)C1	-1	9	9	4	3	5	0	-1.6	2
O=[N+]([O-])c1ccc2c3n([n+]([O-])c2c1)CCN=C3c1ccc(Cl)cc1	11	-2	17	-16	11	-1	10	-4.4	-3
CCCn1c(N)c(C(=O)CN2CCN(S(=O)(=O)c3cccs3)CC2)c(=O)[nH]c1=O	4	0	1	-1	1	-3	4	0.5	2
O=C(Nc1ccccc1[N+](=O)[O-])C1(c2ccccc2)CCOCC1	7	5	6	0	1	3	1	1.0	-2

Some of these compounds in order of SMILES length, high to low:
SMILES	BCLXL inh	GLD-1 TGE inh	GSTO1 inh	PAD4 inh	Fam108B counter	MCL1 BIM primary	TPT1 inh	MEX-5 binding	PME-1 inh
COCCN1C=C2C(=O)C(C)(OC(=O)CCc3ccccc3)C(=O)C=C2C=C1c1ccc(C#N)cc1 (configuration not stated)	17	4	13	-10	2	12	-2	-1.8	-1
COc1ccc(/C(O)=C2/C(=O)C(=O)N(CCN3CCOCC3)C2c2ccc(C)cc2)cc1 (configuration not stated)	2	2	5	-4	-4	-1	0	2.8	-5
O=C(Nc1ccccc1[N+](=O)[O-])C1(c2ccccc2)CCOCC1	7	5	6	0	1	3	1	1.0	-2

Next part
SMILES	BCLXL inh	GLD-1 TGE inh	GSTO1 inh	PAD4 inh	Fam108B counter	MCL1 BIM primary	TPT1 inh	MEX-5 binding	PME-1 inh
Cc1ccc(Cn2c(C)nc3c(c2=O)c2nc4ccccc4nc2n3Cc2ccco2)cc1	4	4	-95	-12	-15	12	7	-0.7	-20
NC(=O)CCC(NS(=O)(=O)c1ccc(Cl)cc1)C(=O)NCc1ccccc1 (configuration not stated)	0	4	2	-4	-2	-4	2	-2.6	3
O=C(Cn1ncn2c(cc3ccccc32)c1=O)NCCCc1ccccc1	3	-3	-1	2	-1	1	-4	-1.2	1
O=C(c1cccc(Cl)c1)N1CCN(C(=O)c2ccco2)CC1	2	5	5	-1	-1	8	1	2.2	-2
O=C(CNc1cccc([N+](=O)[O-])c1)N/N=C/c1ccc([N+](=O)[O-])o1	8	-2	12	-14	3	10	-1	0.8	-3
O/N=C(\c1ccccc1)C(O)c1ccccc1 (configuration not stated)	7	6	4	2	4	7	-2	-1.5	3
O=C(COC(=O)c1ccccn1)c1ccc([N+](=O)[O-])cc1	5	2	7	-1	5	3	-4	0.4	7
Cc1ccc(/C=C/C(=O)N2CCN(Cc3ccccc3)CC2)o1	20	16	-2	1	-7	17	-3	-5.3	-3
CC1CN(C(=O)CSc2nnc(CNC(=O)c3ccc(S(=O)(=O)N(C)C)cc3)o2)CC(C)O1 (configuration not stated)	1	3	9	0	-2	-4	-3	-2.0	0
Cc1cc(Cl)c2oc(C(=O)N(C)Cc3cc(C)[nH]n3)c(C)c2c1	6	-2	-7	2	3	7	0	-2.3	2
CCOC(=O)C1=C(c2ccc(OC)cc2)OC(N)=C(C#N)C1c1cccnc1 (configuration not stated)	-6	1	3	0	-5	-8	2	-0.6	10
CC(C)C(=O)NNc1ccc(C(F)(F)F)cn1	0	-1	-2	-2	0	1	-7	.	1
Cc1nnc(SCC(=O)N2CCCCC2)n1CC1CCCO1 (configuration not stated)	5	6	15	-4	2	4	-3	1.6	-2
CN(C)CC(C)(C)CNC(=O)C1CCN(Cc2ccccc2O)CC1	2	-1	-9	-1	0	0	-1	-2.5	1
Cc1c(NC(=O)/C=C/c2cn(-c3ccccc3)nc2-c2ccccc2)c(=O)n(-c2ccccc2)n1C	-3	-4	-17	-4	-3	3	-1	0.6	-3
Cc1ccccc1-c1nc(CN2CCCC(C(=O)NCCCN3CCOCC3)C2)c(C)o1 (configuration not stated)	3	-3	-6	5	-1	-2	-1	2.4	-11
O=C1c2ccccc2C(=O)N1Cc1cnc(N2CCN(c3ccccc3)CC2)s1	2	-5	8	-1	-1	0	0	0.6	6
O=C(NCCn1cc(SCc2ccccc2)c2ccccc21)c1c(F)cccc1F	2	4	-3	5	1	1	-2	-3.5	0
Cc1ccc(CNC(=O)C2CCCN(S(=O)(=O)c3c(C)noc3/C=C/N(C)C)C2)cc1 (configuration not stated)	-15	-16	9	-2	4	-23	12	-8.0	10
Cc1onc(-c2ccccc2Cl)c1C(=O)N1CCN(Cc2ccc3c(c2)OCO3)CC1	1	-3	7	-5	3	4	4	-0.2	4
O=C(Nc1cccnc1)c1cnn2c(C(F)F)cc(C3CC3)nc12	-1	-2	3	0	8	-5	-2	1.8	3

Some of the compounds tested. The share of hits here may be higher or lower than overall.
